STK33 kin inh – STK33 kinase inhibitors, primary screen, biochemical, luminescence, ADP-Glo, MBP substrate. 27,000 tested, 0.44% active. inhibition, % at 12.5 µM. Serine/threonine-protein kinase 33 (Homo sapiens), Q9BYT3. AID 2322, 2010; in the data active means inhibition above about 20%
Target sequence (Q9BYT3 whole entry, looked up): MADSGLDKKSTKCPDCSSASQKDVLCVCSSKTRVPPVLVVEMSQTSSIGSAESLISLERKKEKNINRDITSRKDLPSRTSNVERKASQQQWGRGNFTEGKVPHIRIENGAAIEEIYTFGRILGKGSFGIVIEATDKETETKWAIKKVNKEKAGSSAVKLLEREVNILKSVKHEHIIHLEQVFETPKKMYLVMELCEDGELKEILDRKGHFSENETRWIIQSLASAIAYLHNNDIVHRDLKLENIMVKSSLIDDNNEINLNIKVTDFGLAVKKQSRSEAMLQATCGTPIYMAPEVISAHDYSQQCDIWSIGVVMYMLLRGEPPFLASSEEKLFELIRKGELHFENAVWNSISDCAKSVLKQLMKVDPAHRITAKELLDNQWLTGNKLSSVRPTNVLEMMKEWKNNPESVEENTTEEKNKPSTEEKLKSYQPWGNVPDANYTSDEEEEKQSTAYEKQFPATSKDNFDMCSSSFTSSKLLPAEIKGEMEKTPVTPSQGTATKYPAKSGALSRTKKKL
p53 PUMA act – mutant p53 pathway re-activators, primary screen, cell-based, SW480, luciferase, single point, HTS; SW480 PUMA-promoter luciferase, p53 mutant reactivation; activation, % at 9.98 µM; 28,000 tested, 1.5% active; AID 624151, 2012; in the data active means activation above about 52%
* marks the source's active call; other numbers are inactive results; . = no result given.

Under each structure: STK33 kin inh	p53 PUMA act
CC(C)C#Cc1ccc2c(c1)O[C@H](CN(C)C(=O)C1CC1)[C@H](C)CN([C@H](C)CO)S2(=O)=O
    .	-2.2
CC(C)N(Cc1nc(-c2ccc(Cl)cc2)no1)S(=O)(=O)c1ccc2ccccc2c1
    -4.8	2.3
C[C@H](CO)N1C[C@H](C)[C@H](CN(C)Cc2ccc(-c3ccccc3)cc2)Oc2ccc(NC(=O)NC3CCCCC3)cc2CC1=O
    -1.5	.
CCCCOc1ccc(C(=O)CCN2CCCCC2)cc1
    2.4	.
CC(=O)Nc1ccc(NC(=O)CN(c2ccc(Cl)c(C(F)(F)F)c2)S(C)(=O)=O)cc1
    4.8	-56.7
Cc1ccc(S(=O)(=O)N(C)C[C@H]2Oc3ccc(NC(=O)Nc4ccc(C(F)(F)F)cc4)cc3CC(=O)N([C@H](C)CO)C[C@H]2C)cc1
    3.2	.
CNC[C@H]1Oc2c(NC(=O)c3cnccn3)cccc2C(=O)N([C@@H](C)CO)C[C@H]1C
    .	0.1
O=C(Cn1nc(-c2cccc([N+](=O)[O-])c2)c2ccccc2c1=O)Nc1cccc(C(F)(F)F)c1
    -0.1	-8.7
C[C@H](CO)N1C[C@H](C)[C@@H](CN(C)C(=O)Nc2cccc3ccccc23)Oc2ccc(NC(=O)C3CC3)cc2CC1=O
    .	-10.7
C[C@H]1CN([C@@H](C)CO)C(=O)CCCn2nncc2CO[C@H]1CN(C)Cc1ccccc1
    -1.4	-3.1

(further entries)
Under each structure: STK33 kin inh	p53 PUMA act
C[C@H](CO)N1C[C@H](C)[C@@H](CN(C)Cc2ccccc2)OCCCC[C@H](C)Oc2ccc(NS(=O)(=O)c3cccs3)cc2C1=O
    .	2.1
CC(C)NC(=O)Nc1ccc2c(c1)C(=O)N([C@H](C)CO)C[C@H](C)[C@H](CN(C)C(=O)Cc1ccccc1)OCCCC[C@@H](C)O2
    -1.0	4.7
COc1ccc(-c2csc(NC(=O)c3cc(-c4ccc(C)o4)nc4ccccc34)c2C#N)cc1OC
    2.0	8.2
COc1ccccc1S(=O)(=O)N(C)C[C@@H]1Oc2cc(/C=C/c3ccccc3)ccc2S(=O)(=O)N([C@H](C)CO)C[C@@H]1C
    .	-19.5
C[C@@H]1CN([C@@H](C)CO)C(=O)c2cc(NC(=O)Nc3ccccc3)ccc2O[C@@H](C)CCCCO[C@H]1CN(C)C(=O)Cc1ccccc1
    .	-26.7
Cc1noc(C)c1S(=O)(=O)Nc1ccc2c(c1)C(=O)N([C@@H](C)CO)C[C@@H](C)[C@@H](CN(C)C(=O)NC1CCCCC1)O2
    .	4.1
Cc1noc(C)c1S(=O)(=O)N(C)C[C@H]1OCCCC[C@H](C)Oc2ccc(NS(C)(=O)=O)cc2C(=O)N([C@@H](C)CO)C[C@@H]1C
    .	4.1
C[C@@H]1CN([C@H](C)CO)C(=O)c2cc(-c3cccc(C#N)c3)cnc2O[C@H]1CN(C)C(=O)C1CC1
    .	4.1
N#Cc1sc2nc3ccccc3n2c1/N=C/N1CCOCC1
    .	-10.2
Cc1ccc(S(=O)(=O)N(C)C[C@H]2Oc3ccc(NC(=O)C4CC4)cc3CC(=O)N([C@@H](C)CO)C[C@@H]2C)cc1
    1.3	10.6

(cont.)
Under each structure: STK33 kin inh	p53 PUMA act
Cc1ccc(NC(=O)COc2ccc(Cl)cc2Br)c([N+](=O)[O-])c1
    1.1	14.1
CCCCCCCCCCC/C=C\C(C)(C)/C=C\CCCC(=O)O
    -1.5	3.6
COc1ccccc1NC(=O)Cn1nnc(-c2cc(OC)c(OC)c(OC)c2)n1
    -0.4	-12.4
C[C@@H]1CN([C@@H](C)CO)C(=O)c2cc(NC(=O)CCN3CCOCC3)ccc2O[C@H]1CN(C)S(C)(=O)=O
    -1.9	-1.6
CC(C)(CO)Cc1cc(C(C)(C)C)c(O)c(C(C)(C)C)c1
    .	-0.2
CS(=O)(=O)N(CC(=O)Nc1ccc(F)c(F)c1)c1ccc(Br)cc1
    -0.6	12.4
Cc1cc(C)c(C#N)c(SCC(=O)Nc2cc(C(F)(F)F)ccc2Cl)n1
    -0.7	21.2
COc1cc2ccc(=O)oc2c(O[C@@H]2O[C@H](CO)[C@@H](O)[C@H](O)[C@H]2O)c1O
    0.2	-4.7
Cc1ccc(S(=O)(=O)Nc2c(C)[nH]c(=O)[nH]c2=O)cc1C
    -0.1	10.2
CC(=O)NC(C)c1ccccc1 (centres undefined)
    -0.4	.

Continuation.
Under each structure: STK33 kin inh	p53 PUMA act
C[C@@H]1CCCCO[C@H](CN(C)C(=O)C2CCCCC2)[C@@H](C)CN([C@H](C)CO)C(=O)c2cc(NC(=O)C3CCCCC3)ccc2O1
    1.2	.
Cc1c(Cl)cccc1NC(=O)CN(c1ccccc1)S(C)(=O)=O
    -2.3	-9.7
C[C@@H]1CN([C@H](C)CO)C(=O)c2cc(NS(=O)(=O)c3cccs3)ccc2O[C@H]1CN(C)CC1CC1
    2.2	0.9
CCOc1ccc2nc(SCC(=O)Nc3ccc(C)cc3C)[nH]c2c1
    2.0	5.6
C[C@H](CO)N1C[C@H](C)[C@H](CN(C)C(=O)CCC(F)(F)F)OCCCC[C@H](C)Oc2ccc(NS(=O)(=O)c3ccccc3)cc2C1=O
    .	-3.8
COc1ccc(NC(=O)Cn2nc(C)c([N+](=O)[O-])c2C)c(OC)c1
    -1.3	15.2
C[C@@H]1CN([C@H](C)CO)C(=O)Cc2cc(NC(=O)C3CC3)ccc2O[C@@H]1CN(C)S(C)(=O)=O
    2.2	.
COC(=O)[C@@]1(C)CC[C@]2(C(=O)O[C@@H]3O[C@H](CO)[C@@H](O)[C@H](O)[C@H]3O)CC[C@]3(C)C(=CCC4[C@@]5(C)C[C@H](O)[C@H](O[C@@H]6OC[C@@H](O)[C@H](O)[C@H]6O)[C@@](C)(CO)C5CC[C@]43C)[C@@H]2C1 (some centres undefined)
    2.1	5.9
O=C(CC1NCCNC1=O)Nc1ccc(Cl)cc1 (centres undefined)
    -1.5	-2.8
COc1ccc(C)cc1NC(=O)CSc1nc2ccccc2s1
    2.9	-13.1

Next records follow:
Under each structure: STK33 kin inh	p53 PUMA act
C[C@@H]1CN([C@H](C)CO)S(=O)(=O)c2ccc(-c3ccc(C(=O)N(C)C)cc3)cc2O[C@@H]1CN(C)C(=O)Nc1ccccc1F
    .	0.1
C[C@]12CC[C@H](O)CC1=CCC1C2CC[C@@]2(C)C1CC[C@@H]2C(=O)CO (some centres undefined)
    1.7	.
COc1ccc(S(=O)(=O)N(C)C[C@H]2Oc3ccc(NC(=O)NC4CCCCC4)cc3C(=O)N([C@@H](C)CO)C[C@H]2C)cc1
    -2.4	.
Cc1cc(N(CC(=O)Nc2ccc(F)c(F)c2)S(C)(=O)=O)ccc1Br
    -2.0	-10.1
O=C(Nc1ccc(S(=O)(=O)Nc2nccs2)cc1)C1c2ccccc2Oc2ccccc21
    4.6	-3.2
COc1ccc(S(=O)(=O)Nc2ccc3c(c2)C(=O)N([C@H](C)CO)C[C@H](C)[C@@H](CN(C)C)O3)cc1
    .	11.7
C[C@H](CO)N1C[C@H](C)[C@H](CN(C)C(=O)Nc2ccc(F)cc2)Oc2ccc(NS(C)(=O)=O)cc2CC1=O
    5.4	.
CC(C)CN1C(=O)[C@@]2(c3ccc([N+](=O)[O-])cc3)CC(=O)N(CC3C4CC5CC(C4)CC3C5)[C@@H]2c2ccc(CO)cc21 (some centres undefined)
    3.5	.
O=C(O)CCCNS(=O)(=O)c1ccc(Br)s1
    0.7	6.7
CCOC(=O)c1ccc(N=Cc2ccc(Cl)cc2)cc1
    -0.2	.

(further entries)
Under each structure: STK33 kin inh	p53 PUMA act
COc1ccc(S(=O)(=O)Nc2ccc3c(c2)C(=O)N([C@H](C)CO)C[C@H](C)[C@@H](CN(C)S(=O)(=O)c2ccc(OC)cc2)O3)cc1
    .	-1.3
Cc1cc(C)c(C#N)c(SCCS(=O)(=O)c2nc3ccccc3s2)n1
    2.9	-42.4
COc1ccc(S(=O)(=O)Nc2ccc3c(c2)C(=O)N([C@@H](C)CO)C[C@H](C)[C@H](CN(C)C(=O)Nc2ccc(C(F)(F)F)cc2)O3)cc1
    1.5	.
Cc1noc(C)c1NC(=O)N(C)C[C@H]1Oc2ccc(NC(=O)Cn3cnnn3)cc2CC(=O)N([C@H](C)CO)C[C@H]1C
    -1.4	.
C[C@H](CO)N1C[C@H](C)[C@H](CN(C)S(=O)(=O)c2ccc(F)cc2)Oc2ccc(NC(=O)Nc3cccc4ccccc34)cc2CC1=O
    0.3	.
C[C@H](CO)N1C[C@H](C)[C@H](CN(C)Cc2ccc(-c3ccccc3)cc2)Oc2cc(C#C[C@@H](C)O)ccc2S1(=O)=O
    .	-43.0
C[C@@H]1CN([C@@H](C)CO)C(=O)c2cccc(NC(=O)Nc3ccc(F)cc3)c2O[C@H]1CN(C)C
    .	21.8
C[C@@H]1CN([C@@H](C)CO)C(=O)c2cc(NS(=O)(=O)c3cn(C)cn3)ccc2O[C@@H]1CN(C)S(=O)(=O)c1ccccc1
    -1.6	13.4
C[C@@H]1CN([C@@H](C)CO)C(=O)c2cc(NC(=O)c3ccncc3)ccc2O[C@@H](C)CCCCO[C@H]1CN(C)Cc1ccncc1
    .	-0.7
C[C@H](CO)N1C[C@H](C)[C@H](CN(C)S(=O)(=O)c2ccccc2)Oc2c(NC(=O)Nc3ccc(F)cc3)cccc2C1=O
    .	1.6

Looked up one by one from the entries so far, 7 records:
Under each structure: STK33 kin inh	p53 PUMA act
C[C@@H]1CN([C@@H](C)CO)C(=O)c2cc(NC(=O)c3ccncc3)ccc2O[C@@H](C)CCCCO[C@H]1CN(C)Cc1ccncc1
    .	-0.7
C[C@H](CO)N1C[C@H](C)[C@H](CN(C)S(=O)(=O)c2ccccc2)Oc2c(NC(=O)Nc3ccc(F)cc3)cccc2C1=O
    .	1.6
Cc1noc(C)c1NC(=O)N(C)C[C@H]1Oc2ccc(NC(=O)Cn3cnnn3)cc2CC(=O)N([C@H](C)CO)C[C@H]1C
    -1.4	.
COc1ccc(S(=O)(=O)Nc2ccc3c(c2)C(=O)N([C@H](C)CO)C[C@H](C)[C@@H](CN(C)S(=O)(=O)c2ccc(OC)cc2)O3)cc1
    .	-1.3
Cc1cc(C)c(C#N)c(SCCS(=O)(=O)c2nc3ccccc3s2)n1
    2.9	-42.4
C[C@@H]1CN([C@@H](C)CO)C(=O)c2cc(NS(=O)(=O)c3cn(C)cn3)ccc2O[C@@H]1CN(C)S(=O)(=O)c1ccccc1
    -1.6	13.4
C[C@H](CO)N1C[C@H](C)[C@H](CN(C)Cc2ccc(-c3ccccc3)cc2)Oc2cc(C#C[C@@H](C)O)ccc2S1(=O)=O
    .	-43.0

More results.
Under each structure: STK33 kin inh	p53 PUMA act
N#CNC(=Nc1ccccc1C(F)(F)F)N1CCCC1
    .	-15.8
CC/C=C\C/C=C\C/C=C\CCCCCCCCCCCC(=O)O
    -1.0	.
CCc1cccc(C)c1NC(=O)CN(C)S(=O)(=O)c1ccc(Br)cc1
    -3.7	-12.5
C[C@H](CO)N1C[C@H](C)[C@H](CN(C)S(=O)(=O)c2ccc(C#N)cc2)Oc2ncc(C#Cc3ccc(C(F)(F)F)cc3)cc2C1=O
    -0.5	-27.6
C[C@@H]1CN([C@H](C)CO)S(=O)(=O)c2ccc(-c3ccc(C(=O)N(C)C)cc3)cc2O[C@H]1CN(C)Cc1ccccc1C(=O)O
    .	-8.5
Cc1ccc(S(=O)(=O)N(C)CC(=O)Nc2cccc(F)c2)cc1
    -1.0	9.5
O=c1[nH]c(=O)n(Cc2ccco2)c2c1C(C(F)(F)F)(C(F)(F)F)N=C(C1CCCCC1)N2
    0.7	-17.4
C[C@@H]1CN([C@@H](C)CO)C(=O)c2cccc(NC(=O)C3CCOCC3)c2O[C@@H]1CN(C)CC1CCCCC1
    .	9.5
Cc1nc(SCC(=O)O)[nH]c(=O)c1Oc1ccccc1
    -1.7	-0.2
C[C@H]1CN([C@@H](C)CO)C(=O)Cc2cc(NC(=O)Nc3ccc(F)cc3)ccc2O[C@H]1CN(C)Cc1ccc(C(F)(F)F)cc1
    -2.5	.

Later entries:
Under each structure: STK33 kin inh	p53 PUMA act
C[C@@H]1CN([C@@H](C)CO)C(=O)c2cccc(NS(=O)(=O)c3cccs3)c2O[C@@H]1CN(C)S(=O)(=O)c1ccc(Cl)cc1
    .	-8.3
COc1ccc([Si](C)(C)[C@H]2[C@H](CCO)O[C@@]3(C(=O)N(Cc4ccc(NC(=O)[C@H](C)O)cc4)c4ccccc43)[C@@H]2C)cc1
    10.6	.
CCCC#Cc1cnc2c(c1)C(=O)N([C@@H](C)CO)C[C@@H](C)[C@@H](CN(C)C(=O)c1ccc(F)cc1)O2
    .	9.6
COc1ccc(NC(=O)Nc2ccc3c(c2)C(=O)N([C@H](C)CO)C[C@H](C)[C@H](CN(C)C(=O)NC2CCCCC2)O3)cc1
    -1.8	.
CC(C)NC(=O)N(C)C[C@H]1Oc2ccc(NC(=O)Nc3ccc(F)cc3)cc2CC(=O)N([C@@H](C)CO)C[C@H]1C
    2.5	.
Nc1ncnc2c1c1nc3ccccc3nc1n2Cc1ccccc1
    7.2	15.5
C[C@H](CO)N1C[C@H](C)[C@H](CN(C)Cc2ccc(-c3ccccc3)cc2)Oc2ccc(NC(=O)NC3CCCCC3)cc2C1=O
    1.0	.
C[C@H]1CN([C@@H](C)CO)C(=O)Cc2cc(NS(=O)(=O)c3ccc(Cl)cc3)ccc2O[C@H]1CN(C)S(=O)(=O)c1cccs1
    1.3	.
C[C@@H]1CCCCO[C@@H](CN(C)Cc2ccncc2)[C@H](C)CN([C@@H](C)CO)C(=O)c2cc(NC(=O)c3ccncc3)ccc2O1
    .	-0.5
CC(C)CC#Cc1cnc2c(c1)C(=O)N([C@@H](C)CO)C[C@H](C)[C@@H](CN(C)Cc1ccccc1C(=O)O)O2
    .	-10.9
Cn1c2c(c(=O)n(C)c1=O)CN(CC1CC1)CN2
    .	0.1

Source: PubChem (Broad Institute)

An excerpt (hit frequency here may not be typical).
